p97 ATPase inh – inhibitors of human p97 ATPase, primary screen, biochemical | Transitional endoplasmic reticulum ATPase (Homo sapiens), P55072 | recombinant p97 ATPase, Kinase-Glo ATP luminescence, 3 h | inhibition, % at 8 µM | actives 0.42% (n = 220,000) | AID 1481, 2009; in the data active = inhibition above about 15%;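 note: 0% = DMSO vehicle and 100% = wells lacking enzyme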
S1P4 ag – S1P4 receptor agonists, primary screen, cell-based | Sphingosine 1-phosphate receptor 4 (Homo sapiens), O95977 | S1P4-expressing cell line, agonist reporter assay | activation, % at 4.98 µM | actives 0.35% (n = 220,000); in the data active = activation above about 11%;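 note: 0% = DMSO vehicle and 100% = reference agonist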
NPY-Y1 PAM-ag – NPY-Y1 receptor potentiators or agonists, primary screen, cell-based; activation, % at 3.6 µM; Neuropeptide Y receptor type 1 (Homo sapiens), P25929; actives 0.37% (n = 220,000); NPY-Y1 expressing cells, potentiator/agonist activation; AID 1304, 2008; in the data active = activation above about 33%, passing the limit was not always enough;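 note: cells stimulated with NPY at EC10 then isoproterenol at EC100; 0% = low agonist plus stimulus and 100% = saturating agonist plus stimulus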
NPY2 pot ag – NPY-Y2 potentiators or agonists, primary screen, cell-based | Neuropeptide Y receptor type 2 (Homo sapiens), P49146 | cells expressing NPY-Y2, potentiator/agonist read-out | activation, % at 3.6 µM | actives 0.45% (n = 220,000); in the data active = activation above about 27%;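 note: cells stimulated with NPY near EC25 plus isoproterenol at EC100; 0% = vehicle plus submaximal agonist and 100% = vehicle plus saturating agonist; some results beyond the cut were filed as inactive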
eIF4E 4G PPI – eIF4E–eIF4G protein interaction inhibitors, primary screen, biochemical, uHTS, TR-FRET, eIF4GI fragment. inhibition, % at 21.7 µM. TR-FRET eIF4E-eIF4GI(517-606) binding, 2 h. Eukaryotic translation initiation factor 4E (Mus musculus) + Eukaryotic translation …. actives 0.37% (n = 220,000);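 active = inhibition above about 30%, limit read from the data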;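 note: 0% = full FRET control wells and 100% = background wells lacking eIF4GI fragment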
Target sequence (P63073 whole entry, looked up, the tested form may be a part): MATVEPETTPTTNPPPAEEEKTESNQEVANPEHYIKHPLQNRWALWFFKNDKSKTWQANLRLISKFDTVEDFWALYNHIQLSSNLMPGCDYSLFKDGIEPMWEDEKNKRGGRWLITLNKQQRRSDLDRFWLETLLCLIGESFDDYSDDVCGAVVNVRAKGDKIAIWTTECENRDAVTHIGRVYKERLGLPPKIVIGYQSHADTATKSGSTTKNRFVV
Target sequence (Q04637 whole entry, looked up, the tested form may be a part): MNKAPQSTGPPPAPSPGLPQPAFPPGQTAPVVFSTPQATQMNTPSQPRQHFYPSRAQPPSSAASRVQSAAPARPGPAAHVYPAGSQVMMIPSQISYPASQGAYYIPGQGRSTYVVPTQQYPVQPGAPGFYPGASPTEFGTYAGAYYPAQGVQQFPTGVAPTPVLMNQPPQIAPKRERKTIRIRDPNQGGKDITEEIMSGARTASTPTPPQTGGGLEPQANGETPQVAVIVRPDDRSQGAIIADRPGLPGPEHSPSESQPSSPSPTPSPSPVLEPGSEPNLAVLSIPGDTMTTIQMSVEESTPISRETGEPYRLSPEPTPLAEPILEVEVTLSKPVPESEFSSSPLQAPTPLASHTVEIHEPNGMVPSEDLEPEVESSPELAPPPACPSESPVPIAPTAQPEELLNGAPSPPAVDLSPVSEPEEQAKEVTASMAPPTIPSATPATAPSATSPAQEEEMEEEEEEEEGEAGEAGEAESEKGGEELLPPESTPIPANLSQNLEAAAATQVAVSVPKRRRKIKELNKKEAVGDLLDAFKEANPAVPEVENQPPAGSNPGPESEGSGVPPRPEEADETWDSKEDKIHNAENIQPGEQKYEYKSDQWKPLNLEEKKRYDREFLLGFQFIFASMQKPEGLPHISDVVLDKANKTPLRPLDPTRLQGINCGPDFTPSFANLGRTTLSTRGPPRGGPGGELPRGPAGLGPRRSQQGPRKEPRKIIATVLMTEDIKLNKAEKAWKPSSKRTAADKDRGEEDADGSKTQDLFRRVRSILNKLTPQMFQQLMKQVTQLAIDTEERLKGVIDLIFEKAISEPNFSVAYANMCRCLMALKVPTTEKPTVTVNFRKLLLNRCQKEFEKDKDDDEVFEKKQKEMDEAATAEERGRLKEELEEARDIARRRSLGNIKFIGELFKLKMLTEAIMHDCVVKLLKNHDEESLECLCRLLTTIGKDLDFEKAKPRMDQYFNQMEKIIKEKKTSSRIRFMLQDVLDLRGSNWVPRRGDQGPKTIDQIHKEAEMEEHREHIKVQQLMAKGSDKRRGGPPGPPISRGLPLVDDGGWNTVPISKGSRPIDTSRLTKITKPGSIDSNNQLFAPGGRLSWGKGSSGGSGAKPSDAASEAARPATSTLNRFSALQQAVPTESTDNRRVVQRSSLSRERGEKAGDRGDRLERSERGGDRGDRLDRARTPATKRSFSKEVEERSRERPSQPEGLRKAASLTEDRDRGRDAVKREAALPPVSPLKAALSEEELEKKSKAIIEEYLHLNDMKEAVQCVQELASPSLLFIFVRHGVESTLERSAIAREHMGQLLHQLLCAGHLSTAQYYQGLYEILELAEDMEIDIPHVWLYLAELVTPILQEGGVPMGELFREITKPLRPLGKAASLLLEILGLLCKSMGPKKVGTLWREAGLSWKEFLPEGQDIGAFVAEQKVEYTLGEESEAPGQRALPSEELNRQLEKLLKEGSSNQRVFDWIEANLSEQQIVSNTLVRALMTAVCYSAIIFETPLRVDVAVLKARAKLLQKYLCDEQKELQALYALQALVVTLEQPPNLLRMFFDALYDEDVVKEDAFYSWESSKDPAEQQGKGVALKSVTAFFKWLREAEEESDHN
EP2 modulator – EP2 receptor modulators, cAMP readout, primary screen, cell-based, HTRF cAMP, PGE2 stimulation | Prostaglandin E2 receptor EP2 subtype (Homo sapiens), P43116 | induction, % at 25 µM | EP2-expressing cells, cAMP HTRF FRET, PGE2 co-stimulation | actives 0.83% (n = 260,000);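 active = compounds whose cAMP rise, as percent of the full-agonist control response, exceeds 60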;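 note: rat C6 glioma line stably carrying human EP2 under a CMV promoter; the protocol text gives 20 µM as final concentration; 100% = response of wells given 1 µM PGE2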
NPY Y1 blocker – NPY-Y1 receptor antagonists, primary screen, cell-based | Neuropeptide Y receptor type 1 (Homo sapiens), P25929 | actives 1% (n = 200,000) | HEK293-CNG Y1 cells, membrane potential fluorescence; NPY at EC95, then isoproterenol | inhibition, % at 3.6 µM;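 active = inhibition above the campaign mean inhibition of all tested compounds plus 3 SD, cut at about 20% in these data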;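 note: 0% = DMSO wells given NPY plus isoproterenol and 100% = isoproterenol alone without NPY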
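Material: HEK293 cells with Y1 receptor plus CNG channel; times: compound incubation 1 h at room temperature, readout 45 min post-stimulation; signal: fluorescence, membrane potential probe; read-out basis: fluorescence ratio normalized to % inhibition between controls; benchmarks: full-block control isoproterenol-only wells, zero-block control NPY plus isoproterenol wells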
PGE2 EP2 inh – human EP2 receptor antagonists, primary screen, TR-FRET cAMP, C6 glioma cells | C6 glioma cells expressing human EP2; cells stimulated with saturating PGE2 | inhibition, % at 25 µM | actives 0.52% (n = 260,000) | Prostaglandin E2 receptor EP2 subtype (Homo sapiens), P43116;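 active = percent inhibition above 40 after rounding to a whole number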;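 note: rat C6 glioma host cells with rolipram phosphodiesterase inhibitor present; the protocol text gives 20 µM as final concentration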
S1P4 antagonist – S1P4 receptor antagonists, primary screen, cell-based | inhibition, % at 4.98 µM | actives 0.26% (n = 220,000) | S1P4-expressing cells, antagonist mode, reporter read-out; in the data active = inhibition above about 29%;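 note: 0% = wells stimulated with agonist and 100% = vehicle wells without agonist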
An asterisk follows results filed as active; nt = no result given; & = joins results of further samples; [ ] = another dose, or the depositor's remark. Only part of the results is shown, so the mix of outcomes need not match the whole.

SMILES | p97 ATPase inh | S1P4 ag | NPY-Y1 PAM-ag | NPY2 pot ag | eIF4E 4G PPI | EP2 modulator | NPY Y1 blocker | PGE2 EP2 inh | S1P4 antagonist
c1ccc(-c2cc(N3CCCCC3)nc(-c3ccccc3)n2)cc1 | 4 | -0.8 | 10 | -12 | -1 | 35 | 2 | 9 | 7
CC(C)CCNC(=O)CCCn1c(=O)[nH]c2ccc(Br)cc2c1=O | -20 | 1.0 | 2 | 3 | -5 | -35 | -8 | 14 | -12
CCOc1ccc2nc(SC3CC(=O)N(c4ccc(OC)cc4OC)C3=O)sc2c1 (stereo unspecified) | 2 | -1.2 | -16 | -7 | 1 | -40 | 5 | 8 | -8
CCCCc1ccc(NC(=O)COc2ccc(C(=O)Nc3ccccc3OCC)cc2)cc1 | 7 | -1.8 | 15 | 3 | 1[fluorescence artefact?] | 1 | 10 | 8 | 0
Cc1ccc(C)c(-n2c(SCC(=O)N3CCCC3)nnc2-c2ccccn2)c1 | 2 | 0.6 | -13 | -6 | 6 | -2 | -1 | 4 | 5
O=C(O)c1ccccc1C(=O)Nc1ccc(Oc2ccccc2)cc1 | 4 | -0.9 | 6 | -5 | 3 | 18 | nt | 8 | 6
COc1cc(NC(=O)C/C(C)=N/NC(=O)Cc2ccc(Cl)cc2)c(OC)cc1Cl | 8 | 4.9 | 10 | 23 | 0 | 11 | -2 | 6 | -37
O=C(Nc1ccc(Nc2ccccc2)cc1)c1ccco1 | 5 | -0.5 | -4 | -3 | 20[fluorescence artefact?] | -24 | -2 | 7 | -2
O=C(c1cccs1)N1CCc2ccccc21 | 1 | -1.4 | 16 | 0 | -10 | -11 | 11 | 6 | -6
COc1ccc(C(=O)C2CCCN(C(=O)c3cc(C(C)C)no3)C2)cc1F (stereo unspecified) | -1 | -0.3 | -5 | -29 | 1 | -9 | 14 | 6 | 4
CCOC(=O)N1CCN(C(=O)CSc2nnc(-c3cc(OC)ccc3OC)o2)CC1 | 6 | 0.1 | 6 | 0 | 3 | 14 | 2 | 7 | 2
O=C(Cn1cc(C(=O)c2cccs2)c2ccccc21)NCC1CCCO1 (stereo unspecified) | 4 | -1.1 | 4 | -3 | 5 | 25 | 0 | 17 | -3
O=C(NCc1ccc(F)cc1)C1CC(=O)N(CCc2ccccc2)C1 (stereo unspecified) | -2 | -0.3 | 6 | 2 | 3[fluorescence artefact?] | 8 | -4 | 7 | -8
C/C(=N/Nc1ncc(C(F)(F)F)cc1Cl)c1ccncc1 | 1 | 0.2 | -6 | -14 | -1 | 18 | 0 | -2 | 5
O=C(c1ccco1)N1CCN(C(=O)C2(S(=O)(=O)c3ccc(Cl)cc3)CC2)CC1 | -4 | -3.0 | -9 | -23 | -8 | 30 | 2 | 5 | 11

Two of the compounds above, field by field:
O=C(Nc1ccc(Nc2ccccc2)cc1)c1ccco1
  p97 ATPase inh: 5 | S1P4 ag: -0.5 | NPY-Y1 PAM-ag: -4 | NPY2 pot ag: -3 | eIF4E 4G PPI: 20[fluorescence artefact?] | EP2 modulator: -24 | NPY Y1 blocker: -2 | PGE2 EP2 inh: 7 | S1P4 antagonist: -2
CCOC(=O)N1CCN(C(=O)CSc2nnc(-c3cc(OC)ccc3OC)o2)CC1
  p97 ATPase inh: 6 | S1P4 ag: 0.1 | NPY-Y1 PAM-ag: 6 | NPY2 pot ag: 0 | eIF4E 4G PPI: 3 | EP2 modulator: 14 | NPY Y1 blocker: 2 | PGE2 EP2 inh: 7 | S1P4 antagonist: 2

(listing goes on)
SMILES | p97 ATPase inh | S1P4 ag | NPY-Y1 PAM-ag | NPY2 pot ag | eIF4E 4G PPI | EP2 modulator | NPY Y1 blocker | PGE2 EP2 inh | S1P4 antagonist
Cn1c(SCC(=O)Nc2ccc3nc(SCC(=O)N4CCCC4)sc3c2)nnc1-c1ccc(N)cc1 | 4 | -2.1 | -24 | -5 | 0[fluorescence artefact?] | 19 | 6 | nt | 7
Cc1ccc(NC(=O)C(OC(=O)c2ccc(F)cc2)c2ccccc2)cc1Cl (stereo unspecified) | 5 | -0.8 | -5 | -5 | 2[fluorescence artefact?] | 23 | 6 | 7 | -4
CNC(=S)Nc1ccc(OC(F)(F)F)cc1 | 3 | -1.9 | 6 | -6 | -1 | -35 | 0 | 9 | -1
CCOc1cc(C(c2c(C)[nH][nH]c2=O)c2c(C)[nH][nH]c2=O)ccc1OS(=O)(=O)c1ccccc1 | -2 | 0.8 | -16 | -5 | 5 | 27 | 3 | 8 | 2
COc1ccc(-n2c(SCC(=O)N3CCCCC3C)nnc2-c2cccnc2)cc1 (stereo unspecified) | -1 | 0.8 | -23 | -3 | 15 | -16&-29 | -11 | 12&14 | 2
CS(=O)(=O)Nc1nc2n(n1)C(c1ccc(F)cc1)CC(c1ccccc1)N2 (stereo unspecified) | -1 | 1.0 | 2 | -2 | 1 | -16 | nt | 8 | -3
CC(=O)Nc1nc2c(s1)C(=O)NCC(C)(C)C2 | 1 | 0.2 | -2 | 4 | 2 | -32 | nt | 6 | -4
O=C(CN1C(=O)c2cccc3cccc(c23)C1=O)N1CCN(c2ccccn2)CC1 | 5 | 0.5 | -20 | 19 | -2 | -25 | -4 | 5 | -11
COc1ccc(C(=O)Nc2nc(C)cs2)cc1S(=O)(=O)N1CCCC1 | 2 | -0.5 | -1 | -13 | 0 | -18 | -1 | 5 | 4
NC(=O)c1ccc(Br)c(S(=O)(=O)N2CCCCC2)c1 | 2 | 1.4 | -23 | -10 | 11 | 10 | -1 | 12 | -7
CCOC(=O)c1ccc(-n2c(C)nc3ccccc3c2=O)cc1 | 2 | -1.0 | -11 | 12 | -5 | 20 | -3 | 24 | -24
COc1cnc(-c2ccccc2)nc1Oc1cccc(C)c1C | -1 | 0.0 | -20 | -18 | -3 | 55 | 11 | 5 | -8
O=C(N/N=C/c1ccc(O)c([N+](=O)[O-])c1)C1CC1(c1ccccc1)c1ccccc1 (stereo unspecified) | 1 | 2.1 | 4 | -2 | -2 | 44 | -5 | 12 | -8
CC(NC(=O)C1CCC1)c1ccc(Cl)cc1 (stereo unspecified) | 6 | 1.1 | -12 | 18 | -3[fluorescence artefact?] | 14 | -3 | 6 | 0
Cc1ccc(OCC(=O)c2c(O)c3ccccc3oc2=O)cc1C | 3 | 1.0 | 12 | 2 | 1[fluorescence artefact?] | -14 | 2 | 12 | -9
NS(=O)(=O)c1ccc(NC(=O)c2ccc(-c3ccccc3)cc2)cc1 | 1 | -1.1 | -7 | 15 | 15 | 17 | 2 | 10 | 12
COc1ccc(C(=O)n2c(C)c(CCO)c(=O)n2C)cc1 | 7 | 0.3 | -4 | 4 | 3 | 47 | -4 | 6 | 9
CN1CCN(Cc2nc3c(c(=O)n(C)c(=O)n3C)n2CCCc2ccccc2)CC1 | 2 | 1.8 | 15 | -1 | 2 | -10 | 1 | 4 | 4
COC(=O)c1ccccc1N/C=C1\CCc2c(c(C)nn2-c2ccccn2)C1=O | -3 | 2.1 | -7 | -15 | 6 | 17 | 3 | 21 | -7
CCOC(=O)C1=C(N)Oc2c(c(=O)[nH]c3ccccc23)C1c1ccccc1 (stereo unspecified) | -1 | 1.0 | 8 | 5 | -1 | 4 | 4 | 12 | -5
O=C(N/N=C/c1ccc(OC2CSC2)cc1)c1ccc(CN2CCOCC2)cc1 | 0 | 0.1 | 8 | -4 | 2 | -17 | -2 | 3 | 1
CC(=O)Nc1c(C(=O)O)oc2ccc(Cl)cc12 | 3 | -0.1 | -14 | -15 | 9 | -5 | 4 | nt | -7
COc1cccc(-c2cn3nc4c(nc3n2)CCCC4)c1 | 4 | -0.2 | -14 | 6 | 6[fluorescence artefact?] | -7 | 1 | 11 | 6
CCCCNC(=O)CSc1nc(N)c(C(=O)Nc2ccc(OC)cc2)s1 | 2 | 0.4 | 25 | 20 | 0 | 0 | nt | 16 | 4
O=C(CCCSc1nc2ccccc2[nH]1)Nc1ccccc1 | 8 | 3.9 | 9 | 7 | 1 | 2 | 6 | 5 | -16
O=C(COc1ccc(/C=N/NS(=O)(=O)c2ccccc2)cc1)NCc1ccccc1 | 0 | -0.9 | 0 | -3 | -1 | -25 | -3 | 14 | 0
COc1cc2ccccc2cc1C(=O)Nc1cccnc1 | 4 | -0.1 | -17 | -1 | -1 | 3 | 3 | 14 | -3
COc1ccc(CN2C(=O)/C(=C/c3ccncc3)SC2=S)cc1 | 2 | 0.0 | -2 | -7 | -5 | -5 | 3 | 20 | -19
COc1cccc(-c2csc(N3CCN(Cc4ccccc4)CC3)n2)c1 | -6 | -1.5 | -19 | -10 | 1 | 9 | 1 | 5 | -13
COC(=O)CSc1nc(C)c(Oc2ccccc2)c(=O)[nH]1 | -1 | 0.1 | -5 | -2 | -3 | 38 | 1 | 15 | 5
Cc1ccc(S(=O)(=O)CCSc2nc(C)cc(C)c2C#N)cc1 | -6 | 0.8 | -24 | -8 | -1 | 6 | 1 | 6 | 5
CCCCOc1ccc(-c2ncc(Cl)cn2)cc1 | 11 | 1.4 | -11 | 4 | 1 | 29 | -3 | 11 | -3
O=C(COC(=O)CSc1ccc2ccccc2c1)NC1CC1 | 2 | 3.8 | -1 | -16 | 3[fluorescence artefact?] | 26 | 17 | 9 | -2
CCc1ccccc1NC(=O)c1ccc(-n2c(C)ccc2C)cc1 | 2 | -1.6 | -9 | 4 | -2 | -3 | 1 | 11 | -17
N#C/C(=C\c1ccc(O)c(O)c1)S(=O)(=O)c1ccccc1 | 8 | -0.9 | -14 | 18 | -15 | -2 | 1 | 3 | 8
O=C(C1CC1)N1CCN=C1SCc1ccc(F)cc1 | 5 | -0.2 | 2 | 2 | 0 | 10 | 1 | 12 | 1
O=C(Oc1ccc2ccccc2c1)c1cncc(Br)c1 | -4 | 0.7 | -10 | -15 | 3[fluorescence artefact?] | 11 | 9 | 4 | -13
COCCOC(=O)C1=C(N)Oc2c(oc(CO)cc2=O)C1c1c(F)cccc1Cl (stereo unspecified) | 2 | 3.1 | 3 | -8 | -3 | 10 | 9 | 5 | -14
COc1ccc(-c2nnc(SCC(=O)N3CCN(c4ccccc4)CC3)o2)cc1OC | 6 | 0.2 | -12 | -2 | 1[fluorescence artefact?] | 15 | 6 | 0 | 10
O=C1N(Cc2cccnc2)C[C@@H]2C[C@@H](c3ccc(C(F)(F)F)cc3)N3CCC[C@@]123 | 4 | 2.4 | 17 | -3 | -1 | 5 | 2 | 6 | -17
CCOc1ccc(NC(=S)NC23CN4CN(CN(C4)C2)C3)cc1 | 5 | -0.2 | 5 | -2 | -3 | 3 | 4 | 12 | -5
O=C(O)C(C(=O)O)=C1C2CC3CC(C2)CC1C3 | 6 | -0.4 | 3 | 5 | 2 | 9 | nt | 6 | 14
CCN(CC)C1=N/C(=C\c2ccc(OC)cc2)C(=O)N1c1ccccc1 | -5 | 2.9 | 2 | -19 | 16 | 34 | 1 | -1 | -16
CCOC(=O)c1c(NC(=O)CSc2nnc(-c3ccccc3C)n2C)sc(C(C)=O)c1C | 4 | 1.3 | -8 | 15 | -37 | -12&5 | -7 | 15&6 | -15

Source: PubChem BioAssay (several laboratories)
